# From PubChem
# D1 ag: activates the human D1 dopamine receptor. HEK293 T-REx D1 cells, calcium flux, agonist mode. activation, % at 2 µM. actives 1% (n = 360,000); also: 0% is about no effect
#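 Inducible HEK293 T-REx D1 cells, force-coupled to calcium signalling, were plated at 4000 cells/well with tetracycline and held overnight at 30 C. After no-wash calcium dye loading, compound-evoked calcium rise over 180 s flagged agonists.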
# D1 PAM: enhances dopamine response at the human D1 receptor; P21728; HEK293 TREx D1 cells, calcium flux, dopamine EC20 potentiation; potentiation, % at 10 µM; actives 0.036% (n = 360,000); in the data active = potentiation above about 30%; also: 0% is about no effect
# RXFP1 antagonist: blocks the human relaxin receptor RXFP1; AID 1259400; actives 0.59% (n = 350,000); HEK293-RXFP1, relaxin-stimulated cAMP HTRF, 30 min; hits give low values; activity change, negative = inhibition, % at 57.5 µM;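 active = activity change of -60% or lower, but not beyond a set lower limit; inconclusive = change between -60% and -40%, or beyond the set limit; inactive = change above -40%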; also: % is scaled to controls: 0 for no effect and ±100 for the full control effect
# TRHR enhancer: allosterically enhances the human TRH receptor. enhancement, % at 2 µM. P34981. TRHR cells, fluo-8 calcium fluorescence, EC20 TRH enhancement. actives 0.66% (n = 360,000); in the data active = enhancement above about 30%; also: 0% is about no effect
# Target sequence (P34981 whole entry, looked up): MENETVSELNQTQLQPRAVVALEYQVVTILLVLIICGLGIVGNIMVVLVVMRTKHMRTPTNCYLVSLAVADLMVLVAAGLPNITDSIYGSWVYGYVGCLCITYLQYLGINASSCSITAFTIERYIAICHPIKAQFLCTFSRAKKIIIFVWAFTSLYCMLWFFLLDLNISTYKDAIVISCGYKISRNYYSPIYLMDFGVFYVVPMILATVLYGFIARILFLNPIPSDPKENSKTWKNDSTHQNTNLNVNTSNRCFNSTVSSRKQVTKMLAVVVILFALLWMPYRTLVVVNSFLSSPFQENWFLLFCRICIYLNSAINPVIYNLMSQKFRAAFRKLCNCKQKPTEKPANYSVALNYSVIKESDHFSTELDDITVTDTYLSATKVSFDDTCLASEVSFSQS
#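 Enhancer read-out: after compound pinning and an initial kinetic agonist-mode read, an EC20 of TRH (10 nM final) was injected and fluo-8 calcium signal (Ex 480/Em 530) followed at 1 s/cycle for 100 cycles in TRHR-expressing cells.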
# TRHR ag: TRH receptor (human) agonism. AID 493084. activation, % at 2 µM. TRHR cells, calcium flux fluo-8, FDSS agonist mode. P34981. actives 0.18% (n = 360,000); also: 0% is about no effect
#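 TRHR-expressing cells, plated overnight in medium with 10% serum, were loaded with fluo-8 calcium dye at room temperature. After a 10 s baseline, library compound was pin-added and calcium release was recorded kinetically (ex 480/em 530) as agonist response.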
# D2 PAM: positively modulates the human D2 dopamine receptor allosterically; HEK293 T-REx D2, calcium flux, EC20 dopamine potentiation; actives 0.34% (n = 340,000); potentiation, % at 10 µM; P14416;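 active = potentiation over 3 SD above the plate norm, cut at about 30% in these data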; also: 0% is about no effect
# Target sequence (P14416 whole entry, looked up): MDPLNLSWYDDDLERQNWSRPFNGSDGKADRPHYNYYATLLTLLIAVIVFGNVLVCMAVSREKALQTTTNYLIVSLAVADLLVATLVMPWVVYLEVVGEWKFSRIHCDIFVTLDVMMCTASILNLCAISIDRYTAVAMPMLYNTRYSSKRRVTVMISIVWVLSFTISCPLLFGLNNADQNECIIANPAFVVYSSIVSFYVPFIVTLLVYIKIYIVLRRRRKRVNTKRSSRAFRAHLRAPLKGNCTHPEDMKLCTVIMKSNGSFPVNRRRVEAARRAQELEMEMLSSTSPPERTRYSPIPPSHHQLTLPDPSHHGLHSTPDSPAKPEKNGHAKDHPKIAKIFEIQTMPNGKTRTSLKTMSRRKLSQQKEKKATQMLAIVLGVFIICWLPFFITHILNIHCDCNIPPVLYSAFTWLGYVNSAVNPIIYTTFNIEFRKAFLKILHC
#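 Using a no-wash calcium dye in inducible, force-coupled HEK293 Trex cells expressing D2, we tracked fluorescence each second for 180 s after compound, then for 180 s after EC20 dopamine to detect augmented signalling.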
# D2 antagonist: antagonists of human D2 dopamine receptor; P14416; HEK293 TREx D2 cells, calcium flux, dopamine EC80; inhibition, % at 10 µM; actives 2% (n = 340,000); in the data active = inhibition above about 30%; also: 0% is about no effect
#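 Tetracycline-induced HEK293 T-REx cells expressing D2 force-coupled to calcium signalling were dye-loaded, exposed to compound for 180 s, then challenged with an EC80 of dopamine; calcium flux was followed kinetically for a further 180 s.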
# D2 ag: activates the human D2 dopamine receptor; P14416; HEK293 T-REx D2 cells, calcium flux agonist mode; activation, % at 2 µM; actives 0.53% (n = 340,000); AID 485358;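 active = activation over 3 SD above normal in the single-dose calcium agonist read, cut at about 30% in these data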; also: 0% is about no effect
#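 HEK293 Trex D2 cells, tetracycline-induced, o/n 30 C 5% CO2; no-wash Ca dye, RT 30–90 min; 10-cycle baseline, 23 nl cpd added, kinetic Ca read 180 s; agonist hits = positive Ca response.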
# D1 antag: human D1 dopamine receptor antagonism; HEK293 TREx D1 cells, calcium flux, dopamine EC80; hits give low values; actives 3.2% (n = 360,000); activity change, negative = inhibition, % at 10 µM; P21728; in the data active = activity change below about -30%; also: % is scaled to controls: 0 for no effect and ±100 for the full control effect
#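 Tetracycline-induced HEK293 Trex D1 cells, force-coupled to calcium, dye-loaded; compounds added and read 180 s, then EC80 dopamine added and calcium flux tracked kinetically another 180 s.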
# Numbers without * were called inactive; ? = inconclusive; nt = not tested or not shown; & = joins results of further samples. Rule as the data show it, unless noted: active = activation above about 30%; inactive = the rest. An excerpt. The share of hits here may be higher or lower than overall.
1. C[C@H]1CC[C@@]2(C)[C@@H](CC[C@@H]3[C@@H]2CC[C@]2(C)[C@@H](O)CC[C@@H]32)C1
2. Cc1nc2ccc(Cl)cc2c(=O)n1-c1ccc([N+](=O)[O-])cc1
3. CCCCn1c(N)c(N(CCOC)C(=O)CN2CC=C(c3ccccc3)CC2)c(=O)[nH]c1=O
4. CN(C)C1(CNC(=O)Nc2ccc(Cl)c(Cl)c2)CCCCC1
5. CCc1ccc(N2C(=O)NC(=O)C(Cc3ccc(OC)cc3OC)C2=O)cc1 (stereo unspecified)
6. CCOC(=O)Cn1cc(C(=O)c2ccccc2)c2ccccc21

assay / entry	1	2	3	4	5	6
D1 ag	-1	4	0	32*	3	-1
D1 PAM	5	-3	5	-9	-1	2
RXFP1 antagonist	2	8	-6	-20	-2	-2
TRHR enhancer	-4	-6	17	16	2	-4
TRHR ag	-0.5	-0.2	0.2	3.9	1.0	-1.3
D2 PAM	-15	6	nt	-34	-4	2
D2 antagonist	69*	6	nt	54*	9	8
D2 ag	-1.1	0.5	nt	2.6	0.2	0.4
D1 antag	-16	4	7	-7	-5	-1

7. Cc1cc(/C=C2\C(=O)NC(=O)N(c3ccc(Br)cc3)C2=O)c(C)n1-c1cc(C(=O)O)cc(C(=O)O)c1
8. CCc1ccc(CN2CCN(Cc3cc(Br)ccc3O)CC2)cc1
9. CC1=CC(=C2C(=O)NC(=S)NC2=O)C=C(C(F)(F)F)N1C
10. O=C1CC[C@@]2(O)[C@H]3Cc4ccc(O)c5c4[C@@]2(CCN3CC2CC2)[C@H]1O5
11. Cc1ccccc1Cn1cccc(C(=O)Nc2nc3ccccc3s2)c1=O
12. COc1ccc(C)cc1NC(=O)c1cccn(Cc2ccccc2Cl)c1=O

assay / entry	7	8	9	10	11	12
D1 ag	0	-2	1	0	1	0
D1 PAM	-5	0	-3	17	-3	-5
RXFP1 antagonist	14	?	5	-11	nt	nt
TRHR enhancer	-6	6	5	-3	27	-1
TRHR ag	0.3	0.7	0.5	0.3	0.3	0.0
D2 PAM	1	nt	15	nt	nt	7
D2 antagonist	2	nt	-15	nt	nt	nt
D2 ag	1.7	nt	-0.8	nt	0.9	0.8
D1 antag	-13	9	-23	10	-8	6

13. CCOCCCNC(=O)C1c2cc(OC)c(OC)cc2C(=O)N2CCCCC12 (stereo unspecified)
14. CCCC(C)n1[nH]c(=O)c2c1NC(=O)CSC2c1ccc(OC)c(OC)c1 (stereo unspecified)
15. CC(=O)OC1N=C(c2ccccc2Cl)c2cc(Br)ccc2NC1=O (stereo unspecified)
16. CN[C@H]1C[C@H]2O[C@@](C)([C@H]1OC)n1c3ccccc3c3c4c(c5c6ccccc6n2c5c31)C(=O)NC4
17. O=c1[nH]c(=O)n(C2CCCCC2)c(O)c1C1NCCc2ccccc21 (stereo unspecified)
18. CC(C)(C)C(=O)Cn1c(NCCCl)nc2ccccc21

assay / entry	13	14	15	16	17	18
D1 ag	4	-2	4	1	2	2
D1 PAM	4	1	0	-2	-5	3
RXFP1 antagonist	-6	5	-26	nt	-2	-6
TRHR enhancer	0	4	-5	24	1	-4
TRHR ag	1.2	0.1	0.9	-0.2	0.1	0.0
D2 PAM	0	6	12	19	8	8
D2 antagonist	6	6	9	-5	-15	10
D2 ag	0.9	-2.0	4.0	9.7	0.3	1.8
D1 antag	3	1	-10	-10	0	3

# At a glance, 2 of the compounds above.
14. CCCC(C)n1[nH]c(=O)c2c1NC(=O)CSC2c1ccc(OC)c(OC)c1 (stereo unspecified)
15. CC(=O)OC1N=C(c2ccccc2Cl)c2cc(Br)ccc2NC1=O (stereo unspecified)

assay / entry	14	15
D1 ag	-2	4
D1 PAM	1	0
RXFP1 antagonist	5	-26
TRHR enhancer	4	-5
TRHR ag	0.1	0.9
D2 PAM	6	12
D2 antagonist	6	9
D2 ag	-2.0	4.0
D1 antag	1	-10

# (listing goes on)
19. Cc1cccc([N+](=O)[O-])c1
20. Cc1ccc(-c2nc(N3CCOCC3)s[n+]2-c2ccccc2)cc1
21. Cc1ccccc1-n1nc(C)c2c1NC(=O)CSC2c1ccc(Cl)cc1 (stereo unspecified)
22. COc1ccc2[nH]c3c(c2c1)CCNC3C (stereo unspecified)
23. COc1ccc2c(c1)c(C(=O)O)c(C)n2C(C)C
24. C/C(=N\Nc1ccccc1)c1c(O)n(-c2ccccc2)c(=O)[nH]c1=O

assay / entry	19	20	21	22	23	24
D1 ag	1	0	1	3	2	1
D1 PAM	-2	-2	0	-1	-3	-1
RXFP1 antagonist	nt	2	-18	-7	-7	-13
TRHR enhancer	7	31*	-5	4	-2	-3
TRHR ag	0.3	-0.4	-0.9	1.5	0.1	1.3
D2 PAM	8	-1	2	0	8	9
D2 antagonist	10	-3	nt	4	-16	-4
D2 ag	1.0	0.7	-0.4	1.1	0.0	0.9
D1 antag	nt	2	13	-8	4	3

# Record cards, as listed above:
# COc1ccc2[nH]c3c(c2c1)CCNC3C (stereo unspecified) in the list: D1 ag: 3; D1 PAM: -1; RXFP1 antagonist: -7; TRHR enhancer: 4; TRHR ag: 1.5; D2 PAM: 0; D2 antagonist: 4; D2 ag: 1.1; D1 antag: -8
# CC(C)(C)C(=O)Cn1c(NCCCl)nc2ccccc21 in the list: D1 ag: 2; D1 PAM: 3; RXFP1 antagonist: -6; TRHR enhancer: -4; TRHR ag: 0.0; D2 PAM: 8; D2 antagonist: 10; D2 ag: 1.8; D1 antag: 3

# (next part)
25. CN(N)N=Nc1nc2c([nH]1)c(=O)n(C)c(=O)n2C
26. C[C@H](NC(=O)N1C[C@H]2C[C@@H](C1)c1cccc(=O)n1C2)C(=O)Nc1ccc(F)c(F)c1
27. Cc1ccc(C2CC3CCC(C2)N3Cc2ccccc2F)cc1 (stereo unspecified)
28. Cc1nc2ccccc2c(=O)n1-c1ccccn1
29. CCn1cc(C(=O)N2CCCCC2)c2ccccc21
30. CC1=NN(c2ccccc2)C(=O)C1/C=C1/C(=O)NC(=O)N(c2cc(C)cc(C)c2)C1=O (stereo unspecified)

assay / entry	25	26	27	28	29	30
D1 ag	2	3	2	1	4	5
D1 PAM	-4	4	-5	3	1	-1
RXFP1 antagonist	10	nt	?	7	0	-6
TRHR enhancer	-1	-13	6	19	-10	-1
TRHR ag	0.9	0.5	-0.6	-0.9	0.1	0.3
D2 PAM	-6	20	-30	9	1	2
D2 antagonist	5	10	68*	35*	10	1
D2 ag	0.5	0.3	-0.6	-1.4	-0.6	0.4
D1 antag	12	17	-11	-7	-14	-37*

# Four entries from above, ordered by formula weight, descending:
30. CC1=NN(c2ccccc2)C(=O)C1/C=C1/C(=O)NC(=O)N(c2cc(C)cc(C)c2)C1=O (stereo unspecified)
24. C/C(=N\Nc1ccccc1)c1c(O)n(-c2ccccc2)c(=O)[nH]c1=O
27. Cc1ccc(C2CC3CCC(C2)N3Cc2ccccc2F)cc1 (stereo unspecified)
25. CN(N)N=Nc1nc2c([nH]1)c(=O)n(C)c(=O)n2C

assay / entry	30	24	27	25
D1 ag	5	1	2	2
D1 PAM	-1	-1	-5	-4
RXFP1 antagonist	-6	-13	?	10
TRHR enhancer	-1	-3	6	-1
TRHR ag	0.3	1.3	-0.6	0.9
D2 PAM	2	9	-30	-6
D2 antagonist	1	-4	68*	5
D2 ag	0.4	0.9	-0.6	0.5
D1 antag	-37*	3	-11	12

# Next part
31. CC(=O)c1ccc(OC(=O)N(C)c2ccccc2)cc1
32. CC(Cc1ccccc1)NC(=O)NC(C)Cc1ccccc1 (stereo unspecified)
33. COc1cc(C)cc2oc(=O)c(CC(=O)N3C[C@H]4C[C@@H](C3)c3cccc(=O)n3C4)c(C)c12
34. COP(=O)(C#Cc1ccccc1)C(O)c1ccc(Br)cc1 (stereo unspecified)
35. O=c1[nH]c2ccccc2o1
36. C=CCN1C(=O)NC(=O)/C(=C/c2cc3c4c(c2)CCCN4CCC3)C1=O

assay / entry	31	32	33	34	35	36
D1 ag	4	-1	2	4	4	4
D1 PAM	10	3	-2	0	-1	3
RXFP1 antagonist	-4	-11	nt	-14	nt	-16
TRHR enhancer	-5	-3	-6	-1	-5	-3
TRHR ag	0.4	-0.5	0.0	0.7	-0.2	1.4
D2 PAM	-3	1	-9	3	1	-6
D2 antagonist	-1	-9	-6	-6	13	7
D2 ag	-1.9	0.0	0.7	2.5	1.6	0.2
D1 antag	-1	4	1	-2	-1	12

37. Cc1cc(/C=C2\C(=O)NC(=S)N(C)C2=O)c(C)n1C1CCCCC1
38. COC(=O)C1=C(c2ccc(-c3ccccc3)c(F)c2)C[C@@H]2CC[C@H]1N2C(=O)NCC1CC1
39. C=CCn1cc(C=C2C(=O)NC(=O)NC2=O)c2ccccc21
40. O=C1CCN(C(=O)C(Cl)Cl)N1
41. COc1cccc(OCC(=O)N2CCN(C)CC2)c1
42. COC(=O)CSC1=NN1c1cc(C)nc(N)n1

assay / entry	37	38	39	40	41	42
D1 ag	7	2	3	2	2	0
D1 PAM	-2	0	-1	-2	-8	6
RXFP1 antagonist	-3	nt	-5	4	2	10
TRHR enhancer	-2	6	1	1	3	-5
TRHR ag	3.0	0.3	1.9	0.4	-1.3	-2.7
D2 PAM	5	-10	24	0	0	4
D2 antagonist	-5	-16	-2	22	-10	-11
D2 ag	7.9	0.6	5.3	0.3	0.1	-2.0
D1 antag	-2	-2	-10	0	2	-33*

43. CN1C(=O)c2ccccc2NC(=O)[C@]12O[C@@H]2c1ccccc1
44. O=C(c1ccc(N2CCCCCC2)c([N+](=O)[O-])c1)N1CCC2(CC1)OCCO2
45. Cn1c(O)c(C(c2ccccn2)c2c(O)n(C)c(=S)n(C)c2=O)c(=O)n(C)c1=S
46. CCCCC1(CN2CCCC2=O)C(=O)NC(=O)NC1=O
47. O=c1[nH]c(=S)n(-c2ccc(F)cc2)c(O)c1/C=N/N1CCOCC1
48. O[C@@H]1CCCC[C@H]1N1CCC(c2ccccc2)CC1
49. O=C(Cc1ccccc1)OCC(=O)c1ccccc1

assay / entry	43	44	45	46	47	48	49
D1 ag	-2	1	2	1	8	2&1	2
D1 PAM	5	-2	7	0	-1	-4&0	-4
RXFP1 antagonist	nt	-9	-11	-16	-13	nt	7
TRHR enhancer	-4	-20	3	3	-3	3&-7	-2
TRHR ag	0.1	-0.9	0.8	1.4	0.1	0.4&0.3	-0.7
D2 PAM	10	9	12	1	5	-16&-12	-1
D2 antagonist	-1	-3	-9	45*	1	8&1	-13
D2 ag	0.1	-0.7	0.2	0.2	0.9	7.6&6.4	-0.1
D1 antag	0	2	18	-3	39	13&-5	-12
